Screening results: PubChem BioAssay, The Scripps Research Institute Molecular Screening Center
CHO parental Ca – ATP-evoked calcium signal inhibitors, parental CHO, primary screen, counter-screen for OX1R antagonist project, cell-based, fluorescence, Fluo-8 calcium dye; parental CHO-K1, ATP-induced calcium, Fluo-8 fluorescence; inhibition, % at 5.6 µM; 330,000 tested, 0.63% active; AID 463079, 2010;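 active = inhibition above that plate's mean sample inhibition plus 3 SD, cut at about 26% in these data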;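 also: 0% = ATP-challenged DMSO wells and 100% = DMSO wells without ATP; some compounds past the cut are filed as inactive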
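Test system: untransfected parental CHO cell line. Compound: one dose, 5.6 µM nominal. Detection: intracellular calcium via Fluo-8 no-wash fluorescent dye. Measure: % inhibition. Benchmarks: ATP-challenged DMSO wells low, unchallenged DMSO wells high.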
M4 antag – human M4 muscarinic receptor antagonists, primary screen, CHO cells, Fluo-8 calcium fluorescence; Muscarinic acetylcholine receptor M4 (Homo sapiens), P08173; CHO-hM4 cells, ACh EC80; inhibition, % at 3 µM; 360,000 tested, 0.73% active; AID 624125, 2012;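 active = inhibition above its plate's cutoff, the mean inhibition of sample wells plus 3 SD, cut at about 27% in these data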;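 also: 0% = acetylcholine EC80 with DMSO and 100% = DMSO without agonist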
M1 PAM – human M1 muscarinic receptor positive allosteric modulators, primary screen, CHO-K1 cells, Fluo-8 calcium fluorescence, 1536-well. CHO-K1 hM1, ACh EC20; 0% = ACh EC20, 100% = maximal ACh. activation, % at 3 µM. 360,000 tested, 0.088% active. AID 588819, 2011; in the data active = activation above about 19%, passing the limit was not always enough
Target sequence (P11229 whole entry, looked up): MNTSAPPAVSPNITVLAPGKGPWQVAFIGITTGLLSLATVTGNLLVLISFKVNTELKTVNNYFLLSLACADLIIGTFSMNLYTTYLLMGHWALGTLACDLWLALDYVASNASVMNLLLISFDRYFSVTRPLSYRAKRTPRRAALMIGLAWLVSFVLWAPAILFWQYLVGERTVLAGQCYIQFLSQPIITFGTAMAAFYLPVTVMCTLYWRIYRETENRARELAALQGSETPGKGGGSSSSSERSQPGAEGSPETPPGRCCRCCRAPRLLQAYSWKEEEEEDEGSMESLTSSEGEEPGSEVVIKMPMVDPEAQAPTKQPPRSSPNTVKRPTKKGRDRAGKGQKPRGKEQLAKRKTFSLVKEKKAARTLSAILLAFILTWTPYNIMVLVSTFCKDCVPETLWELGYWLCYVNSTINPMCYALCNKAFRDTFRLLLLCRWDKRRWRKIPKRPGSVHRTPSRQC
CHO-K1 Ca antag – M1 antagonist counterscreen hit in parental CHO-K1 cells; 360,000 tested, 0.6% active; AID 602250; ATP-induced calcium, Fluo-8 fluorescence; inhibition, % at 3 µM;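 active = inhibition above a per-plate cutoff, the plate's mean sample inhibition plus 3 SD, cut at about 24% in these data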;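 also: 0% = DMSO plus EC80 ATP and 100% = DMSO alone without ATP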
M4 ag – human M4 muscarinic receptor agonists, primary screen, CHO-K1 cells, Fluo-8 calcium fluorescence | Muscarinic acetylcholine receptor M4 (Homo sapiens), P08173 | CHO-K1 hM4/Gqi5; vehicle 0%, full acetylcholine response 100% | activation, % at 3 µM | 360,000 tested, 0.14% active | AID 624127, 2012;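 active = activation above the run mean over all test wells plus 3 SD, cut at about 32% in these data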;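 also: peak over basal fluorescence ratio per well then scaled between controls; 0% = DMSO wells and 100% = acetylcholine at EC100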
CHRM1 agonist – human M1 muscarinic receptor agonists, primary screen, Fluo-8 calcium fluorescence, CHO-K1 cells, HTS; activation, % at 3 µM; CHO-K1 hM1, agonist mode; 0% DMSO, 100% acetylcholine EC100; Muscarinic acetylcholine receptor M1 (Homo sapiens), P11229; 360,000 tested, 0.33% active; AID 588814, 2011;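 active = activation above the run's mean compound activation plus 3 SD, cut at about 16% in these data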;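 also: peak over basal fluorescence ratio within a 140 s kinetic read after compound addition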
CHO-K1 Ca ag – counter-screen for M1 agonists: effect in parental CHO-K1 cells | 360,000 tested, 0.48% active | Fluo-8 calcium fluorescence; scaled to maximal ATP response, vehicle zero | activation, % at 3 µM | AID 602248, 2012; in the data active = activation above about 15%;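 also: untransfected CHO-K1 host cells lacking M1 receptor as counterscreen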
CHRM1 antagonist – human M1 muscarinic receptor antagonists, primary screen, CHO-K1 cells, Fluo-8 calcium fluorescence, 1536-well; Muscarinic acetylcholine receptor M1 (Homo sapiens), P11229; CHO-K1 hM1, ACh EC80 antagonist; inhibition, % at 3 µM; 360,000 tested, 1.3% active;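 active = percent inhibition above its own plate's cutoff, namely the mean of that plate's compound wells plus 3 SD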;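 also: peak over basal fluorescence ratio during 140 s after agonist addition; 0% = ACh EC80 plus DMSO and 100% = DMSO alone without agonist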
OXTR potentiator – human OXTR potentiators, primary screen, fluorescence, CHO-OTR cells, Fluo-8 calcium; Oxytocin receptor (Homo sapiens), P30559; Fluo-8 calcium fluorescence, potentiator mode; 0% = oxytocin EC15, 100% = EC100; activation, % at 3 µM; 320,000 tested, 0.061% active;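 active = activation above that plate's cutoff, the mean activation of tested compounds plus 3 SD, cut at about 6.6% in these data, passing the limit was not always enough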;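 also: 100% uses oxytocin at 75 nM as the full agonist control; some results filed as inactive read as strong as hits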
Target sequence (P30559 whole entry, looked up): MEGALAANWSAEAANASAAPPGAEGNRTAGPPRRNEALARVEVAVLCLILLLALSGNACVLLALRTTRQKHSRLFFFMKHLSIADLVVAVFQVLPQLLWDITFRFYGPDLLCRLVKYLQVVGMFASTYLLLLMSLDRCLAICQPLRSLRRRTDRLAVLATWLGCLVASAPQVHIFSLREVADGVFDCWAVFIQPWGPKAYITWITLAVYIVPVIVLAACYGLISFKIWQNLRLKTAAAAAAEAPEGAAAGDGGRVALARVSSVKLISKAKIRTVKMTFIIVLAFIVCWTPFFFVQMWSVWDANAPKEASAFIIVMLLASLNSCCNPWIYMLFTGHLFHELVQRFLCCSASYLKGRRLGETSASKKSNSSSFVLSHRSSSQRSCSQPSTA
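Assay system: CHO cell line stably expressing human OTR | Also added: Oxytocin at about EC15, sub-maximal agonist stimulus | Times: Compound 6 min at room temperature before oxytocin, 100 s read | Measured by: Fluo-8 intracellular calcium fluorescence, ex 470-495, em 515-575 nm | Controls: EC15 oxytocin alone as 0%, 75 nM oxytocin as 100%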
* = called active by the depositor; / = no result given.

Every second line gives: CHO-K1 Ca antag, CHO parental Ca, OXTR potentiator, M4 ag, CHRM1 agonist, M1 PAM, CHRM1 antagonist, M4 antag, CHO-K1 Ca ag
[1] Cc1cc2cc(C)c3nnc(SCC(=O)Nc4ccc(S(=O)(=O)N5CCCCC5C)cc4)n3c2cc1C (stereo unspecified)
  2, -4, -7, 2, -5, 5, 0, 3, -0.2
[2] CCOC(=O)c1cnc(SC)nc1Oc1cccc(NC(=O)c2cccc(Cl)c2Cl)c1
  7, -17, -9, 0, 3, 7, -44, 1, 0.4
[3] COc1ccccc1C(=O)Nc1ccnn1C1CCN(C(=O)C(C)(C)C)CC1
  -13, -8, -10, 8, -1, -4, 47*, -23, 4.4
[4] CCCCn1c(N)c(N(CC(C)C)C(=O)CCCSc2nncs2)c(=O)[nH]c1=O
  -4, -6, -3, 0, -3, 5, -2, 0, 0.1
[5] CCCCn1nc(CC(=O)NCCN(CC)CC)c2ccccc2c1=O
  -13, -13, -7, 1, -8, 11, -13, -13, 0.2
[6] COc1ccc(-c2cnc3c(NC=O)cc(-c4cc(OC)c(OC)c(OC)c4)cn23)cc1OC
  5, /, /, 3, 0, 12, -1, -12, 0.3
[7] Cn1c(=N)c(S(=O)(=O)c2ccccc2)cc2c(=O)n3ccccc3nc21
  -8, -22, 1, 2, -5, 5, -20, -3, 0.1
[8] CCOc1ncccc1C(=O)Nc1ccccc1C(=O)NCc1ccc2c(c1)OCO2
  -1, -8, -12, 2, -2, 10, -12, 6, 2.2
[9] CCCCN(C(=O)c1ccc(OC(F)(F)F)cc1)c1c(N)n(CCC)c(=O)[nH]c1=O
  -6, -6, -14, 1, -2, 3, -1, 3, 0.7
[10] CCOC(=O)CNC(=O)Cn1cnc2c(nnn2-c2ccccc2)c1=O
  -16, -1, 1, 2, -5, 4, -10, -6, 0.2
[11] COc1ccccc1C(=O)NC(=O)COC(=O)c1ccco1
  0, -5, -6, 2, 0, 9, -9, -4, 0.8
[12] O=C(Nc1ccc(Nc2ccccc2)cc1)c1ccco1
  14, 9, -16, 6, -1, 3, -3, -8, 0.7
[13] CCn1c(=O)c(C(=O)NCc2ccccc2)c(O)c2ccccc21
  -15, -11, -3, 0, 2, 16, -13, -10, -0.6
[14] Cc1cccc(CSc2[nH]c(=O)ncc2C)c1
  -1, -2, -19, 0, -1, 13, -3, 1, -0.1
[15] COc1cccc(CNC(=O)c2cc3c(cc2Cl)N2CCCCCC2=NS3(=O)=O)c1
  -12, -15, -13, 3, -7, 5, -4, 0, 2.3
[16] Cc1c(Br)c([N+](=O)[O-])nn1CC(=O)N(C)Cc1ccccc1
  -14, -7, -11, 1, -3, 6, -11, -2, 0.4
[17] Cn1c(=O)n(C)c2cc([N+](=O)[O-])c(N3CCN(CCO)CC3)cc21
  -11, -9, -12, 0, -6, 9, -7, 11, 0.1
[18] Cc1c(Cl)cccc1NC(=O)CN1CCN(CCO)CC1
  10, 5, 7, 0, -4, -5, 12, -1, 4.8
[19] Cc1c(Cl)cccc1NC(=O)COC(=O)Cn1cnc2c1c(=O)n(C)c(=O)n2C
  -10, 0, -6, 1, -4, 6, -5, 2, 1.2
[20] Cc1ccc(C2(C)NC(=O)N(CC(=O)Nc3cccnc3Cl)C2=O)cc1 (stereo unspecified)
  -11, -9, -12, 2, 2, 9, 0, -3, 2.2
[21] COc1ncccc1-c1nnn(-c2ccccc2)n1
  -8, -4, -15, -1, -4, 11, -6, 1, -0.6
[22] NS(=O)(=O)OCCCc1ccccc1
  -6, -1, -3, 1, -4, 7, -3, 7, 0.1
[23] O=C(Nc1cccc(Cl)c1)C1=Cc2cc(Cl)ccc2OC1
  8, -6, -23, 6, -1, -16, 26, 13, 6.3
[24] CCc1cc(=O)oc2cc(C)cc(OC(C)C(=O)NCC(O)c3ccccc3)c12 (stereo unspecified)
  -17, -3, 0, 2, -2, -3, -1, 3, 1.7
[25] COc1ccc(-n2c(C)cc(C(=O)CN3CCCCC3)c2C)cc1
  -23, -5, -4, 0, -5, 1, -8, 1, 1.0
[26] CCN(CC)C(=O)c1cccc(NC(=O)CC23CC4CC(CC(C4)C2)C3)c1
  3, -17, 3, 0, -6, 3, 4, -4, 1.5
[27] COc1ccc2c(c1)cc(C(=O)N[C@@H](CCSC)C(=O)N1CCC(C(=O)O)CC1)n2C
  6, -4, -8, 13, -4, -5, 2, 7, 4.0
[28] COC(=O)CCc1c(C)c(C(=O)c2ccc(F)cc2)c2ccccn12
  -2, -24, -3, 1, -8, 9, -4, 4, 1.8
[29] CCCCNC(=O)NC1(C(F)(F)F)Oc2ccccc2O1
  -6, 15, -11, 0, -5, 5, -7, -6, 1.4
[30] Cc1cnc(NC(=O)C2COc3ccccc3O2)s1 (stereo unspecified)
  2, -2, 2, 0, -4, 5, -2, 5, 0.9
[31] Cc1csc(Nc2ccccc2)[n+]1C
  -3, -14, 0, 1, -13, 6, -10, 2, -0.3
[32] Cc1ccc(S(=O)(=O)Nc2cccc(C(=O)N3CCOCC3)c2)c(C)c1NS(C)(=O)=O
  -12, -10, -4, 0, -1, 9, -10, -7, 0.1
[33] O=C(NCCN1C(=O)S/C(=C\c2cccnc2)C1=O)c1ccc([N+](=O)[O-])s1
  3, -8, -13, 0, -1, 4, -9, 4, -0.2
[34] CCCCn1c(N)c(N(C)C(=O)c2ccccc2Oc2ccccc2)c(=O)[nH]c1=O
  15, -16, -7, 1, 8, 7, 15, -11, 0.1
[35] CCCCOC(=O)N1CCOCCOCCOCCOCC1
  -3, -12, 1, 0, -3, 2, -4, -10, 0.6
[36] CN1[C@@H](Cc2ccccc2)COc2cc(N3CCSCC3)ccc2S1(=O)=O
  2, /, /, 6, /, /, /, 7, 3.8
[37] Cc1ccc(N2CCN(CC(O)COc3cccc4ccccc34)CC2)cc1 (stereo unspecified)
  5, -19, -10, 1, -4, 3, -2, 4, 0.2
[38] CC(=O)N1CCN=C1SCc1ccccc1
  -24, 0, -2, 0, -3, 4, -9, -9, 0.3
[39] O=C1C2C3C=CC(C3)C2C(=O)N1/N=C/c1cn(Cc2ccccc2)c2ccccc12 (stereo unspecified)
  -7, -11, -11, 4, 0, 5, -46, -7, 2.2
[40] Cc1cccc(NNC(=O)c2c(F)cccc2Cl)c1
  0, -20, -5, 0, -4, 4, -3, -13, 2.4
[41] COC(=O)C(NC(C)=O)(Nc1ccc(C)cn1)C(F)(F)F (stereo unspecified)
  -1, -16, 0, 0, -4, 9, -13, -10, 0.3
[42] CCOC(=O)c1ccccc1N1C(=O)CSC1=S
  -19, -16, 4, 5, -11, 5, -8, -10, 0.6
[43] Cc1cc(O)ccc1Nc1nc(-c2cccnc2)cs1
  1, /, /, 1, 0, 6, -11, -8, 0.0
[44] Cc1noc(C)c1COc1ccccc1C(=O)N1CCN(c2cccc(Cl)c2)CC1
  5, -13, -9, 21, -2, -2, 11, 0, 4.5
[45] COc1cc(Cl)c(S(=O)(=O)NCCCN2CCOCC2)cc1Cl
  -17, -4, -4, 2, -5, 0, 6, -15, 0.8
[46] Cc1ccc(C(=O)Cn2c(-c3ccccc3)noc2=O)cc1
  -2, -9, -2, 1, -13, 0, -5, -8, 0.7
[47] CCOc1ccc2nc(NCCNC(=O)c3cc(OC)c(OC)c(OC)c3)c(C#N)cc2c1
  16, -13, -14, 5, -4, -1, 2, 0, 15
[48] COc1ccc(CN2CCN(C(=O)CN3C(=O)C4C5C=CC(C5)C4C3=O)CC2)c(OC)c1OC (stereo unspecified)
  5, -12, -14, 6, -2, 2, -3, -7, 0.6
[49] COc1ccc(/C=N/N=C2/NC(=O)C(c3ccccc3)(c3ccccc3)S2)cc1
  -4, -5, -2, 1, -3, -5, 8, 13, 0.2
[50] CCOC(=O)[C@@H]1[C@H]2COc3ccccc3[C@H]2N2C(=O)N(c3cccc(F)c3)C(=O)[C@]12C
  -7, -24, -3, 1, -2, 2, 1, 1, 0.2
[51] O=C(CNC(=O)c1ccccn1)N/N=C/c1ccc2c(c1)OCO2
  -5, -6, -1, 2, -6, -3, -3, 4, 0.3
[52] CC(=O)Nc1nonc1-c1nc2ccccc2n1CCC#N
  -14, -11, -4, 1, -7, 11, -6, 8, 0.2
[53] O=C(NC1CCCCC1)C1CN(S(=O)(=O)c2ccccc2)CCN1S(=O)(=O)c1ccccc1 (stereo unspecified)
  -14, -18, -1, 3, -7, 12, -11, -8, 1.1
[54] CNC(=S)Nc1cc(OC)c(NC(=O)c2ccco2)cc1OC
  -3, -10, -4, 2, -7, 4, -3, 1, -0.1
[55] Cc1cc(C)n(CCN(C)C(=O)c2cc(COc3c(F)cccc3F)on2)n1
  -3, -8, -2, 2, -9, -1, -16, -7, 0.2
[56] COc1ccccc1NC(=O)Cn1nc(-c2ccc3c(c2)OCCO3)ccc1=O
  -16, -11, -19, 4, -1, 10, -13, 9, 2.9
[57] CCn1ccc(C(=O)Nc2ccc3c(c2)CCC3)n1
  -7, 16, -4, 0, -4, 4, -7, -2, -0.1
[58] Oc1ccc(-c2nnc(Nc3cccc(O)c3)c3ccccc23)cc1
  -7, -2, -8, 0, -3, 5, -1, 5, 1.1
[59] COc1ccc(C(=O)N/C(=C\c2cn(S(=O)(=O)N(C)C)c3ccccc23)C(=O)NC(C)C)cc1
  -14, -17, -17, 3, 1, 10, -10, -1, 2.8
